rTrxR1 inhibitor – blocks rat thioredoxin reductase 1; O89049; recombinant rTrxR1, NADPH fluorescence consumption, selenite substrate; Potency, µM (doses to about 114 µM), without a hit: top-dose activity change, negative = inhibition, most hits filed as inhibitors; 390,000 tested, 1% active; AID 588453; also: potency is read from the fitted curve at half-maximal effect; % is scaled to controls: 0 for no effect and ±100 for the full control effect; nearly all actives have a fitted effect of over 65% in size
Target sequence (O89049 whole entry, looked up): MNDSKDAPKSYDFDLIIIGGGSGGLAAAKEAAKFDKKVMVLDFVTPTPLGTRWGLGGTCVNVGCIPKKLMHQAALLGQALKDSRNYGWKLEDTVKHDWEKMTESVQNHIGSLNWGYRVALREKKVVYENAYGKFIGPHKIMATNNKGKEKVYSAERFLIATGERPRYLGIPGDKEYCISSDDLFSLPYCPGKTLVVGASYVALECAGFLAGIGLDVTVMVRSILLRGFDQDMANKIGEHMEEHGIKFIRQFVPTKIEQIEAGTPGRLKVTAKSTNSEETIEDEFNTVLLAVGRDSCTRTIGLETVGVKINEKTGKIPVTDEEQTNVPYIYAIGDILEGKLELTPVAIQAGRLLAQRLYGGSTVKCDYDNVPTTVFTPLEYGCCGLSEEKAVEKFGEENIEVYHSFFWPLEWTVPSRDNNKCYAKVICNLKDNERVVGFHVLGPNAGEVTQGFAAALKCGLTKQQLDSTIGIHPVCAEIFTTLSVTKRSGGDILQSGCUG
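Rat TrxR1 (90 nM in the dispensed reagent) was pre-reduced with 400 uM NADPH for 5 min at room temperature, then incubated with compound for 15 min. After 400 uM selenite was added, NADPH fluorescence (Ex 340/Em 450 nm) was followed for 8 min.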
D2 antag – D2 dopamine receptor (human) antagonism; P14416; HEK293 TREx D2 cells, calcium flux, dopamine EC80; inhibition, % at 10 µM; 340,000 tested, 2% active; AID 485344; in the data active = inhibition above about 30%; also: 0% is about no effect
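In this primary screen, negative modulation is detected by tracking calcium flux after an EC80 dopamine challenge in inducible HEK293 T-REx D2 cells preexposed to test compound for 180 s.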
mIDH1 inhibitor – inhibitors of human mutant IDH1 R132H | O75874 | IDH1-R132H enzyme, NADPH consumption, diaphorase/resazurin fluorescence | Potency, µM (highest dose often 76.6 µM), for the others: at the top dose activity change, negative = inhibition, hits mostly inhibitors | 390,000 tested, 0.093% active; also: potency is read from the fitted curve at half-maximal effect; % is scaled to controls: 0 for no effect and ±100 for the full control effect; nearly all actives have a fitted effect of over 65% in size
Target sequence (O75874 whole entry R132H, stated change not applied): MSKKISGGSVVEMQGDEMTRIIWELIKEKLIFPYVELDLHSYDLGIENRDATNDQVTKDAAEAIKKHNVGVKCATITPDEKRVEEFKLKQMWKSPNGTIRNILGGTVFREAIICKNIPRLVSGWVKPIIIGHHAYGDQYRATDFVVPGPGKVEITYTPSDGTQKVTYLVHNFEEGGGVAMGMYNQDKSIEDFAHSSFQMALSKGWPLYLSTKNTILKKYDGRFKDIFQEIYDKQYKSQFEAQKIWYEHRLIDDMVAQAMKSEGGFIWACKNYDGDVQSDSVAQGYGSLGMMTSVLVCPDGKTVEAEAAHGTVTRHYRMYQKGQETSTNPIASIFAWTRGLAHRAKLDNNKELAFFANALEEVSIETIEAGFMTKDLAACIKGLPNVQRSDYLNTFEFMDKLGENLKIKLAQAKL
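IDH1-R132H (0.5 ug/mL dispensed) in pH 7.5 Tris buffer was preincubated 30 min with compound, then given a substrate mix of 0.016 mM NADPH and 2 mM alpha-KG for 80 min at room temperature; remaining NADPH was read by diaphorase/resazurin fluorescence.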
Pin1 inh – human Pin1 inhibition | Q13526 | Pin1 FP peptide displacement, HiFluor488, 10 min | Potency, µM (highest dose often 115 µM), without a hit: top-dose activity, negative = inhibition, hits mostly inhibitors | 390,000 tested, 0.009% active | AID 504891; active = well fitted inhibition curve with a large enough effect in the polarisation, with a control signal flat, not every such curve was filed as active; inconclusive = small, poorly fitted or top-dose-only effect, or effect the other way, or a change in a side signal; inactive = no such curve, though single readings can be large or run the other way; the % refers to the polarisation; also: potency is read from the fitted curve at half-maximal effect; % is scaled to controls: 0 for no effect and ±100 for the full control effect
Target sequence (Q13526 whole entry, looked up): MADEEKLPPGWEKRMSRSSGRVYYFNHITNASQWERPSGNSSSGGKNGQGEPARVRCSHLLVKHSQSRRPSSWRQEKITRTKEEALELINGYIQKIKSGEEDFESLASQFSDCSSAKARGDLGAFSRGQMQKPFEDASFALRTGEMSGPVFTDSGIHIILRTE
TRHR PAM – allosteric enhancers of human TRH receptor | TRHR cells, fluo-8 calcium fluorescence, EC20 TRH enhancement | enhancement, % at 2 µM | 360,000 tested, 0.66% active | AID 493056; in the data active = enhancement above about 30%; also: 0% is about no effect
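Enhancer read-out: after compound pinning and an initial kinetic agonist-mode read, an EC20 of TRH (10 nM final) was injected and fluo-8 calcium signal (Ex 480/Em 530) followed at 1 s/cycle for 100 cycles in TRHR-expressing cells.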
USP1 inh – inhibitors of human USP1/UAF1 deubiquitinase; recombinant USP1/UAF1, Ub-Rhodamine cleavage fluorescence; O94782; Potency, µM (doses to about 57.1 µM), for inactives: at the highest dose activity change, negative = inhibition, actives largely listed as inhibitors; 390,000 tested, 0.23% active; also: potency is read from the fitted curve at half-maximal effect; % is scaled to controls: 0 for no effect and ±100 for the full control effect; nearly all actives have a fitted effect of over 60% in size; inactives centre near -12
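1 nM enzyme complex + cpd, 15 min RT; start with Ub-Rho 150nM final; kinetic fluorescence ex 480/em 540, 6 reads q60 s. Buffer 50mM HEPES pH 7.8, 0.5mM EDTA, 0.1 mg/ml BSA, 1mM TCEP, 0.01% Tween-20.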
TrxR1 substrate – rat thioredoxin reductase 1 substrate activity; purified TrxR1 substrate turnover, NADPH consumption readout; Potency, µM (series often up to 114 µM), for the others: at the highest dose activity change, negative = substrate turnover; 390,000 tested, 0.01% active; also: potency is read from the fitted curve at half-maximal effect; % is scaled to controls: 0 for no effect and ±100 for the full control effect; nearly all actives have a fitted effect of over 50% in size
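Rat TrxR1, dispensed at 90 nM, was prereduced with 400 uM NADPH (final) for 5 min at ~22 deg C, then incubated with compound 15 min before 400 uM selenite. A first-read NADPH fluorescence drop versus no-compound background flagged substrates.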
D2 ag – agonists of human D2 dopamine receptor. activation, % at 2 µM. HEK293 T-REx D2 cells, calcium flux agonist mode. AID 485358. P14416. 340,000 tested, 0.53% active;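 active = activation over 3 SD above normal in the single-dose calcium agonist read, cut at about 30% in these data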; also: 0% is about no effect
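Agonism is scored from calcium flux in a force-coupled, inducible HEK293 cell line expressing D2, read kinetically for 180 s after compound addition against dopamine controls.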
TRHR agonist – agonists of human TRH receptor. P34981. TRHR cells, calcium flux fluo-8, FDSS agonist mode. activation, % at 2 µM. 360,000 tested, 0.18% active. AID 493084; in the data active = activation above about 30%; also: 0% is about no effect
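Steps: seed TRHR cells overnight; add fluo-8 no-wash Ca dye, RT 30 min–1.5 h; record 10 s baseline; pin-transfer compounds; monitor fluorescence 1 cycle/s for the agonist window. Calcium increases flag candidate agonists.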
Starred values were filed as active, the others as inactive; ? = inconclusive; . = no result given; [ ] = remark or other dose. Unless noted, calls follow the shape of the dose curve; as a rule, active = well fitted inhibition curve with a large enough effect; inconclusive = small, poorly fitted or top-dose-only effect; inactive = no such curve, though single readings can be large or run the other way. This is a subset (hit frequency here may not be typical).

SMILES	rTrxR1 inhibitor	D2 antag	mIDH1 inhibitor	Pin1 inh	TRHR PAM	USP1 inh	TrxR1 substrate	D2 ag	TRHR agonist
CC1=C(C(=O)OC2CCCC2)C(c2coc3ccccc3c2=O)C2=C(CCCC2=O)N1 (centres undefined)	-4%	.	-8%	-2%	1	-12%	-12%	.	0.4
C=CCN1C(=O)/C(=C/C=C2/N(CC)c3ccc(S(=O)(=O)N(C)C)cc3N2CC)SC1=S	?	16	-1%	?	9	28µM*	-14%	52*	45*
Cc1cc2occ(CC(=O)N(C)CC(=O)Nc3ccccc3Cl)c2cc1C	-7%	5	10%	-10%	4	-19%	-5%	0.3	-0.2
COc1cccc(OCC(=O)Nc2ccc(OC)c(OC)c2)c1	-8%	-13	7%	0%	-2	-8%	-6%	-1.8	-0.5
CCCCC(=O)NC(=S)Nc1ccccc1N1CCCCC1	1%	0	0%	4%	0	-18%	-6%	0.6	2.3
CC(=O)Oc1ccc(C2(C)CC(C)(C)Oc3cc(OC(C)=O)ccc32)c(OC(C)=O)c1 (centres undefined)	43%[activator]	11	-4%	2%	1	-15%	3%	-1.7	-1.2
O=C(NCCCn1ccnc1)c1ccc2ccccc2c1	21%	-11	10%	-9%	-2	-17%	5%	0.7	0.0
COc1ccc(CCNC(=O)CN2C(=O)NC(CCSC)C2=O)cc1 (centres undefined)	0%	-8	0%	0%	10	-5%	-3%	-0.3	0.3
CN(C)CCNC(=O)c1cc2cc(Br)ccc2oc1=O	1%	0	-1%	-4%	0	1%	2%	-0.3	-0.4
Cc1ccc(-n2nnnc2SCC(=O)NNC(=O)c2ccc([N+](=O)[O-])cc2)cc1	25%	-2	-3%	-3%	4	-18%	-2%	-1.0	0.4
Fc1cc(NCc2ccccc2)nc(NCc2ccccc2)n1	-5%	7	0%	5%	-3	-20%	-9%	2.3	0.9
COc1cccc(-c2nnc(SCC(=O)NCc3ccc4c(c3)OCO4)n2Cc2ccco2)c1	?	.	2%	6%	16	-1%	10%[57.1 µM]	.	0.3
Cc1nc2ccccc2c(=O)n1N	-2%	15	4%	6%	19	-9%	2%	0.7	0.8
CC(=O)c1c(C)oc2c1cc(NS(=O)(=O)c1ccc(C(C)(C)C)cc1)c1ccccc12	21%	.	.	17%	24	-3%	1%	-0.9	1.2
CC[n+]1c(/C=C/Nc2ccccc2)sc2ccccc21	-12%	-1	4%	13%	-7	0%	-4%	0.5	0.4

Four of these compounds in a different format:
Compound: CN(C)CCNC(=O)c1cc2cc(Br)ccc2oc1=O
- rTrxR1 inhibitor: 1%
- D2 antag: 0
- mIDH1 inhibitor: -1%
- Pin1 inh: -4%
- TRHR PAM: 0
- USP1 inh: 1%
- TrxR1 substrate: 2%
- D2 ag: -0.3
- TRHR agonist: -0.4

Compound: Cc1ccc(-n2nnnc2SCC(=O)NNC(=O)c2ccc([N+](=O)[O-])cc2)cc1
- rTrxR1 inhibitor: 25%
- D2 antag: -2
- mIDH1 inhibitor: -3%
- Pin1 inh: -3%
- TRHR PAM: 4
- USP1 inh: -18%
- TrxR1 substrate: -2%
- D2 ag: -1.0
- TRHR agonist: 0.4

Compound: Fc1cc(NCc2ccccc2)nc(NCc2ccccc2)n1
- rTrxR1 inhibitor: -5%
- D2 antag: 7
- mIDH1 inhibitor: 0%
- Pin1 inh: 5%
- TRHR PAM: -3
- USP1 inh: -20%
- TrxR1 substrate: -9%
- D2 ag: 2.3
- TRHR agonist: 0.9

Compound: COc1cccc(-c2nnc(SCC(=O)NCc3ccc4c(c3)OCO4)n2Cc2ccco2)c1
- rTrxR1 inhibitor: ?
- D2 antag: .
- mIDH1 inhibitor: 2%
- Pin1 inh: 6%
- TRHR PAM: 16
- USP1 inh: -1%
- TrxR1 substrate: 10%[57.1 µM]
- D2 ag: .
- TRHR agonist: 0.3

Further records:
SMILES	rTrxR1 inhibitor	D2 antag	mIDH1 inhibitor	Pin1 inh	TRHR PAM	USP1 inh	TrxR1 substrate	D2 ag	TRHR agonist
NS(=O)(=O)c1cccc(NC(=O)COC(=O)c2cc([N+](=O)[O-])ccc2N2CCCC2)c1	5%[57.1 µM]	.	2%	0%	.	-23%	-15%	.	.
COc1cccc(N2CCN(C(=O)c3cccnc3)CC2)c1	-17%	-50	6%	3%	0	-7%	-11%	0.2	-0.6
CC1CCN(c2nc(-c3ccccc3)c(C#N)c(=O)[nH]2)CC1	-9%	15	-2%	2%	0	-8%	2%	1.2	0.8
O=C(COc1ccc(Cl)cc1)OCc1cc(=O)n2nc(C3CC3)sc2n1	8%[57.1 µM]	.	10%	?	5	-22%	4%[57.1 µM]	0.4	0.0
CCCNC(=O)C1CC(c2ccc(C(F)(F)F)cc2)=NO1 (centres undefined)	20%[57.1 µM]	.	-8%	-1%	-6	-18%	6%[57.1 µM]	.	0.1
COc1ccc(CNC(=O)c2cccc(N(C)C)c2)cc1	-6%	.	3%	-8%	3	-5%	0%	.	-0.5
CC(NC(=O)COC(=O)c1ccc(N2CCCC2=O)cc1)c1ccc(F)cc1 (centres undefined)	26%	.	3%	1%	.	-22%	6%	.	.
CCOC(=O)c1cnc2ccc(OCC)cc2c1N1CCN(c2cccc(Cl)c2)CC1	43%[11.4 µM]	.	13%	13%	1	-10%	7%	-0.4	-3.4
O=C(CCN1CCCCC1=O)NC1CCCN(Cc2ccc(Cl)cc2)C1 (centres undefined)	-18%	13	7%	-2%	1	-4%	-8%	0.2	0.0
O=C(CCn1c(=S)[nH]c2ccccc2c1=O)NCCc1ccccc1	-10%[57.1 µM]	.	-7%	10%	3	3%	6%[57.1 µM]	.	-1.2
O=C(CCN=C1NS(=O)(=O)c2ccccc21)OCC(=O)c1ccc(F)cc1	6%[57.1 µM]	-2	-3%	2%	4	-21%	2%[57.1 µM]	-0.3	0.1
CC(=O)c1c(C)[nH]c(C(=O)OCC(=O)Nc2cc(S(=O)(=O)N3CCCCC3)ccc2C)c1C	14%[57.1 µM]	-2	-6%	-11%	-1	-3%	8%[57.1 µM]	-1.0	1.0
COc1cc(/C=C2\SC(=S)N(NC(=O)c3ccncc3)C2=O)ccc1O	-21%	27	-25%	?	-2	?	-17%	5.2	13
CC(C)N(CCCNC(=O)Cn1c(=O)c2cccn2c2ccccc21)Cc1ccccc1	?	12	0%	1%	4	-13%	8%	1.0	0.1
COc1ccc(C2C(C(=O)NCc3ccccc3)=C(C)Nc3ncnn32)cc1OC (centres undefined)	16%	10	-4%	-4%	-2	-3%	6%	0.0	0.8

Next section:
Fields: rTrxR1 inhibitor, D2 antag, mIDH1 inhibitor, Pin1 inh, TRHR PAM, USP1 inh, TrxR1 substrate, D2 ag, TRHR agonist
- Cc1cc2c(n1-c1ccc(C(=O)NCCc3ccc(Cl)cc3)cc1)CCC(C)C2 (centres undefined)
    -2%, ., 0%, 6%, 31*, -19%, -3%, 0.3, 0.2
- FC(F)(F)c1ccccc1NC(=S)N1CCc2ccccc2C1
    3%[11.4 µM], -12, 1%, 1%, -6, -23%, 6%[11.4 µM], -0.4, 0.5
- CC1CC2(CC(C)(C(=O)CSc3n[nH]c(-c4ccccc4Cl)n3)OC2=O)C(=O)O1 (centres undefined)
    ?, -5, 0%, 4%, 2, -9%, -2%, 0.9, -0.3
- CCn1c(C)[n+](CC(O)COCC2CC=CCC2)c2ccccc21 (centres undefined)
    12%, 7, 5%, 3%, 2, -20%, 0%, 0.2, 0.6
- Cc1c(C(=O)N2CCCC2)sc(NC(=O)c2cccs2)c1C#N
    -27%, 1, 0%, 9%, 0, 4%, -9%, -1.2, 0.9
- Cc1cc(=O)oc2c(CN3CC(C)OC(C)C3)c(O)c(Cl)cc12 (centres undefined)
    96%[activator][57.1 µM], -6, 4%, ?, -3, ?, 698%[activator][57.1 µM], 0.3, 0.3
- Cc1ccc(C)c(-c2csc(Nc3ncccn3)n2)c1
    19%, -5, 1%, 1%, -15, -13%, -6%, -0.4, -0.1
- O=C(NCCc1ccccn1)c1cccnc1Oc1ccc(Cl)cc1
    22%, 2, 3%, -6%, -1, -17%, 4%, 0.2, 0.2
- COc1cc(-c2c(C#N)c(N)nc3c2c(C)nn3-c2ccc(C)c(C)c2)cc(OC)c1OC
    34%[activator], -14, -1%, ?, 13, -22%, 41%[activator], -2.3, -0.4
- COc1cc2c(cc1OC)C(c1cc3cc4c(cc3[nH]c1=O)OCO4)N(C(=O)C(C)C)CC2 (centres undefined)
    7%, 9, -7%, 0%, -5, -14%, 24%, -0.4, 0.0
- CC1Cc2ccccc2N1C1=CC(=O)CC(C)(C)C1 (centres undefined)
    12%[57.1 µM], 4, 8%, -2%, 1, -14%, 3%[57.1 µM], -0.6, -0.8
- Cc1cc(C)c(C(=O)CSc2nnc(-c3cccnc3)n2C)c(C)c1
    ?, 2, 6%, 1%, -4, -9%, -1%, -1.3, -0.2
- O=C(c1ccco1)N1CCN(C(=O)c2cc(-c3ccccc3F)no2)CC1
    -2%, 3, -10%, -3%, 1, -16%, -2%, -0.1, -0.1
- COc1ccc(Nc2ncnc3ccc(Br)cc23)c(OC)c1
    -3%, 3, -3%, 1%, 0, -21%, -5%, 1.4, 0.0
- Cc1onc(-c2ccccc2)c1CNS(=O)(=O)c1ccccc1
    28%[57.1 µM], 3, 5%, -7%, 1, -9%, -12%[57.1 µM], 1.0, -0.8
- COCCCN=C1NN=C(c2cc(C)n(-c3ccccc3)c2C)CS1
    13%, -3, 4%, 21%, -2, -13%, -3%, -0.9, -0.9
- Cc1ccc(S(=O)(=O)n2[nH]c(=O)c(CCO)c2C)cc1
    -8%[57.1 µM], -10, -4%, -3%, -3, -17%, -6%[57.1 µM], 1.0, -0.8
- Nc1cc2[nH]c(=O)c3ccccc3c2cc1[N+](=O)[O-]
    3%[11.4 µM], ., 0%, 2%, ., -16%, -1%[11.4 µM], ., .
